# Screening data as filed in PubChem.
# Ecoli viability – E. coli V3065 growth inhibition, primary screen, counter-screen for AddAB inhibitor project, absorbance, OD600. 18 h. inhibition, % at 11.9 µM. hit rate 0.27% among 330,000;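 active means inhibition above the campaign's mean inhibition across all tested compounds plus 3 SD, cut at about 9.9% in these data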;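 further: uninfected addAB+ strain grown without phage in ampicillin broth; 0% = DMSO wells and 100% = ciprofloxacin 0.95 µg/ml wells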
# PKA-R1A activ – activators of PKA-R1A holoenzyme, primary screen, biochemical, fluorescence polarization, Cy5-IP20, bovine R1A, mouse PKAc | PKA-R1A dissociation; scaled: DMSO 0%, 113 µM cGMP 100% | activation, % at 11.4 µM | hit rate 0.083% among 340,000;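 active means percent activation above the mean of all tested compounds plus 3 SD, cut at about 19% in these data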;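 further: higher means more PKAc released from R1A so a rise in polarization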
# phage Ecoli inh – growth loss of phage-infected E. coli, primary screen, RecBCD inhibitor project, absorbance, with phage, HTS; hit rate 0.26% among 360,000; inhibition, % at 11.9 µM; in the data active means inhibition above about 11%
# OPRM1-OPRD1 inv – inverse agonists of MOR-DOR heterodimerization, primary screen, cell-based, luminescence. cell-based MOR-DOR heterodimer luminescence, inverse agonism. inhibition, % at 9.3 µM. hit rate 0.21% among 340,000. Mu-type opioid receptor (Homo sapiens) + Delta-type opioid receptor (Homo sapiens), …; in the data active means inhibition above about 22%, passing the limit was not always enough;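 further: 0% = cells with DMSO and 100% = wells without cells with DMSO; values of inactives mirror those of a sister screen read the other way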
# Target sequence (P35372 whole entry, looked up): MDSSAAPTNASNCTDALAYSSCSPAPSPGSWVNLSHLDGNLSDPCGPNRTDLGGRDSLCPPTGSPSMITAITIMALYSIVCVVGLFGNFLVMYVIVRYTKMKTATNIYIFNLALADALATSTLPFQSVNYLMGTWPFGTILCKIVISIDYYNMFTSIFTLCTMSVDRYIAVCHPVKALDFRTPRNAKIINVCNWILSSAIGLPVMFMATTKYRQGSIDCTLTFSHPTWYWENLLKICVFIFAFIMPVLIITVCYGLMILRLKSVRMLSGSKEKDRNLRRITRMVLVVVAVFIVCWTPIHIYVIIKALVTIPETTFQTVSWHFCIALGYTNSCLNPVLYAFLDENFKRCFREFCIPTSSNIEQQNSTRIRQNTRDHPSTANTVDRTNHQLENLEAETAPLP
# Target sequence (P41143 whole entry, looked up): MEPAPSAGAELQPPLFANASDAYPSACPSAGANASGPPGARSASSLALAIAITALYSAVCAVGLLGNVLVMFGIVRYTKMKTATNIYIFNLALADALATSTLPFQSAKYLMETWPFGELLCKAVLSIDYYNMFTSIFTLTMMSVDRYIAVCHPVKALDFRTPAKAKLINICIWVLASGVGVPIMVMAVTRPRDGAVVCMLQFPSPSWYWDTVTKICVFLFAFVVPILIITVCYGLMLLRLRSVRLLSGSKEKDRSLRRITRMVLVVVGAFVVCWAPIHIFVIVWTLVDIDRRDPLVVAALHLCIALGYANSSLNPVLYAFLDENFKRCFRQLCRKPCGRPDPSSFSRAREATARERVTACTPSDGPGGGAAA
# PfHsp90 set2 – growth inhibition of PfHsp90-expressing yeast, primary screen, antimalarial PfHsp90 inhibitor project, S. cerevisiae, BacTiter-Glo luminescence, single point, set 2; inhibition, % at 9.4 µM; BacTiter-Glo ATP, 48 h; yeast lacking PDR1 and PDR3 efflux regulators; hit rate 0.32% among 310,000;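 active means every replicate shows inhibition above about 80%, whatever the replicate mean, limit read from the data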;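 further: 0% = DMSO neutral controls and 100% = 20 µM radicicol positive controls; yeast relying on Plasmodium falciparum Hsp90 in place of its own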
# HTR5A ag – HTR5A agonists in luminescence cell assay, primary screen, counter-screen for OPRM1-OPRD1 heterodimer agonist project, full-deck HTS; hit rate 0.61% among 340,000; AID 504692, 2011; cell-based; activation, % at 9.3 µM; 5-hydroxytryptamine receptor 5A (Homo sapiens), P47898; in the data active means activation mostly above about 9.5%, no sharp cut-off; inactive means mostly below about 7.6%;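 further: 0% = cells with vehicle only and 100% = reference agonist; strong numbers were not always called active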
# HTR5A inv ctr – HTR5A inverse agonists in luminescence cell assay, primary screen, counter-screen for OPRM1-OPRD1 heterodimer inverse agonist project, full-deck HTS; 5-hydroxytryptamine receptor 5A (Homo sapiens), P47898; HTR5A cell line, inverse agonism; inhibition, % at 9.3 µM; hit rate 0.083% among 340,000; AID 504634, 2011; in the data active means inhibition mostly above about 23%, no sharp cut-off; inactive means mostly below about 18%;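 further: 0% = cells with DMSO and 100% = no-cell wells with DMSO; some compounds called inactive have numbers as strong as hits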
# DSG3 Ab inh – inhibitors of pemphigus antibody binding to DSG3, primary screen, biochemical, bead-based, flow cytometry, scFv-GFP; Desmoglein-3 (Homo sapiens), P32926; DSG3-coupled beads, scFv-anti-DSG3-GFP binding; stronger effect = lower value; binding (percent of control), % at 10 µM; hit rate 0.48% among 310,000; AID 588358, 2011;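 active means binding more than 3 SD below its plate's average and above zero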; further: some compounds called inactive have numbers as strong as hits
# OPRM1-OPRD1 ag – agonists of OPRM1-OPRD1 heterodimerization, primary screen, cell-based, luminescence; cells; hit rate 0.3% among 340,000; Mu-type opioid receptor (Homo sapiens) + Delta-type opioid receptor (Homo sapiens), …; activation, % at 9.3 µM; in the data active means activation above about 18%;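 further: 0% = vehicle-treated cells and 100% = reference agonist; values of inactives mirror those of a sister screen read the other way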
# SUMO Mot1 rescue – yeast Mot1-301 growth rescue at high temperature, primary screen, SUMOylation pathway inhibitor project, S. cerevisiae, ATP luminescence, 38.5C; S. cerevisiae Mot1-301 growth rescue; percent above DMSO median, 100 means doubled; growth rescue, % at 18.8 µM; hit rate 1% among 320,000; AID 2716, 2010;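 active means every valid replicate shows activation above 250% relative to neutral control wells; inactive means the rest, any valid replicate at or below 250%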;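 further: OY570 slx delta 5 strain wells were the positive control but not used for scaling; some compounds called inactive have numbers as strong as hits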
# AddAB inh – growth inhibition of E. coli expressing H. pylori AddAB, primary screen, AddAB inhibitor project, absorbance; hit rate 0.29% among 330,000; inhibition, % at 11.9 µM; AID 435030, 2010; in the data active means inhibition above about 12%;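 further: 0% = vehicle wells of infected cells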
# * hit, by the source's call; x = not tested or not shown.
SMILES,Ecoli viability,PKA-R1A activ,phage Ecoli inh,OPRM1-OPRD1 inv,PfHsp90 set2,HTR5A ag,HTR5A inv ctr,DSG3 Ab inh,OPRM1-OPRD1 ag,SUMO Mot1 rescue,AddAB inh
CC(=O)Nc1ccc(S(=O)(=O)NCC2(N3CCOCC3)CCCCC2)cc1,x,-3,1.0,4,x,-4,10,109,-0.7,x,x
COc1cccc(N=c2oc3ccc(OC)cc3cc2-c2nc3ccccc3[nH]2)c1,-1.6,-3,1.2,-102,63,4,-30,102,19*,15,1.8
CCOC(=O)c1cc(NC(=O)CSCCO)ccc1Cl,-0.5,1,2.2,10,6,-1,-65,96,-1.8,3,-0.7
CCOc1ccc(C(C)=O)cc1COC(=O)C(C)N=C1NS(=O)(=O)c2ccccc21 (stereo not given),-1.6,-4,-0.8,-9,-7,3,-2,108,1.1,0,1.1
CNC1(C(N)=O)CCNCC1,0.3,-4,2.5,3,19,7,-24,88,-0.5,-25,1.1
O=C1CC[C@H](OCc2ccccc2)CCN1[C@H](CSc1ccccc1)Cc1ccccc1,-2.1,-7,-1.3,4,-5,7,-19,99,-0.6,-21,1.6
CN(C(=O)c1ccccc1-c1ncc[nH]1)C1CCCN(Cc2ccccc2F)C1 (stereo not given),-0.4,-13,4.2,17,3,-2,0,111,-5.2,1,2.6
O=c1cc(-c2ccsc2)oc2ccc(-c3ccc4cc[nH]c4c3)cc12,-0.3,5,-1.0,2,x,4,-38,98,-0.4,26,1.1
C/C(=N\NC(=O)c1cc2c(s1)CCC(C)C2)c1cccnc1 (stereo not given),-1.8,-8,3.6,6,-15,2,7,104,-1.4,-3,3.2
C=CCn1c(=O)c(C(=O)NCc2ccc3c(c2)OCO3)c(O)c2cc(OC)c(OC)cc21,x,-1,3.8,12,-5,1,-19,108,-2.2,128,x
Cc1ccc(S(=O)(=O)NC(CC(C)C)C(=O)NCc2ccco2)cc1 (stereo not given),0.7,-9,3.1,5,x,1,7,105,-1.0,1,-0.1
CCn1ccnc1CN1CCN(CC(C)C)C(CCO)C1 (stereo not given),0.0,-9,1.6,1,-16,3,-8,101,-0.1,-15,0.8

# Just OPRM1-OPRD1 ag, PKA-R1A activ and OPRM1-OPRD1 inv, for some of the entries so far:
Molecule	OPRM1-OPRD1 ag	PKA-R1A activ	OPRM1-OPRD1 inv
CC(=O)Nc1ccc(S(=O)(=O)NCC2(N3CCOCC3)CCCCC2)cc1	-0.7	-3	4
COc1cccc(N=c2oc3ccc(OC)cc3cc2-c2nc3ccccc3[nH]2)c1	19*	-3	-102
CCOC(=O)c1cc(NC(=O)CSCCO)ccc1Cl	-1.8	1	10
CCOc1ccc(C(C)=O)cc1COC(=O)C(C)N=C1NS(=O)(=O)c2ccccc21 (stereo not given)	1.1	-4	-9
CNC1(C(N)=O)CCNCC1	-0.5	-4	3
O=C1CC[C@H](OCc2ccccc2)CCN1[C@H](CSc1ccccc1)Cc1ccccc1	-0.6	-7	4

# In a second layout: results already given.
molecule | Ecoli viability | PKA-R1A activ | phage Ecoli inh | OPRM1-OPRD1 inv | PfHsp90 set2 | HTR5A ag | HTR5A inv ctr | DSG3 Ab inh | OPRM1-OPRD1 ag | SUMO Mot1 rescue | AddAB inh
Cc1ccc(S(=O)(=O)NC(CC(C)C)C(=O)NCc2ccco2)cc1 (stereo not given) | 0.7 | -9 | 3.1 | 5 | x | 1 | 7 | 105 | -1.0 | 1 | -0.1
CCn1ccnc1CN1CCN(CC(C)C)C(CCO)C1 (stereo not given) | 0.0 | -9 | 1.6 | 1 | -16 | 3 | -8 | 101 | -0.1 | -15 | 0.8
C=CCn1c(=O)c(C(=O)NCc2ccc3c(c2)OCO3)c(O)c2cc(OC)c(OC)cc21 | x | -1 | 3.8 | 12 | -5 | 1 | -19 | 108 | -2.2 | 128 | x

# The list goes on.
SMILES,Ecoli viability,PKA-R1A activ,phage Ecoli inh,OPRM1-OPRD1 inv,PfHsp90 set2,HTR5A ag,HTR5A inv ctr,DSG3 Ab inh,OPRM1-OPRD1 ag,SUMO Mot1 rescue,AddAB inh
Cc1ccc(CN2CCNC(=O)C2CC(=O)N(C)C2CCCCC2)cc1 (stereo not given),-0.2,-2,1.5,14,10,2,-8,112,-2.5,1,-1.3
O=C(CSc1ccc2nnc(-c3ccncc3)n2n1)Nc1nccs1,x,-2,2.5,1,-14,-1,4,92,-0.1,x,x
Clc1cccc(Cl)c1Cn1cnc(=NCc2ccco2)c2[nH]cnc21,-3.3,-17,0.2,13,5,-6,12,105,-2.3,1,-2.3
N#CC1=C(N)SC(N)=C(C#N)C1C1CC=CCC1 (stereo not given),-1.4,-1,1.8,29,2,-4,16,99,-5.0,9,1.8
Cn1cccc1Cc1nnc(SCC(=O)Nc2nc3ccccc3s2)n1CCc1ccccc1,0.0,-7,x,-58,1,5,-21,103,11,6,3.2
CC(=NNC(=S)N1CCN(C2CCCCCC2)CC1)c1ccccn1,x,-2,5.9,27,103*,-3,11,101,-6.1,x,x
COC(=O)c1cc2c(-c3ccccc3)c(C)c3ccccn3c-2c1C(=O)OC,1.3,-7,0.8,10,-11,-7,-11,102,-1.8,-5,0.4
COCCCC1CCN(Cc2cn[nH]c2-c2cc(OC)c(OC)c(OC)c2)CC1,-0.2,-7,1.1,-9,-7,6,-7,87,1.7,-17,0.8
COc1ccccc1-n1nnnc1SCC(=O)Nc1cc(C)on1,-0.3,7,2.1,15,-5,-2,3,109,-3.6,-6,2.6
Cc1cc([N+](=O)[O-])ccc1NCc1ccccc1[N+](=O)[O-],1.2,-6,4.6,15,9,1,3,97,-3.2,-3,3.7
COC(CNC(=O)c1ccc2nc(-c3ccccc3)c(-c3ccccc3)nc2c1)OC,-0.8,-9,-0.8,-5,x,-1,0,120,1.0,3,-0.3
COc1ccc(CCC(=O)OCC(=O)Nc2ccc(C)c(S(=O)(=O)N(C)C)c2)cc1,1.7,0,3.7,-1,-30,0,1,127,0.3,-2,1.8
Cc1ccc(S(=O)(=O)c2c(N)n(/N=C/c3ccco3)c3nc4ccccc4nc23)cc1,-0.7,-2,1.1,-28,-79,2,-8,84,5.5,77,1.5
Cc1cc(NC(=O)CCC(=O)N(Cc2ccco2)C(C(=O)NC2CCCC2)c2ccccc2)no1 (stereo not given),-0.4,1,1.3,0,-18,6,-3,x,-0.1,54,3.1
CN(C(=O)COC(=O)CNC(=O)c1ccccc1F)C1CCCCC1,-0.5,2,-0.1,-3,19,-1,-19,98,0.5,-1,-2.2
NC(=O)c1ccccc1OCC(=O)N1CCc2ccccc2C1,0.4,4,1.7,-11,1,0,-16,113,1.3,-17,2.0
O=C(CC(c1ccccc1)c1ccccc1)NCC1CCCO1 (stereo not given),-2.4,-2,2.3,4,-21,4,-18,x,-0.8,86,1.4
Cc1ccc(S(=O)(=O)N2[C@@H](c3ccc(C(C)C)cc3)C(C(=O)O)=C[C@H]2C(C)(C)C)cc1,0.0,2,1.7,-3,-12,0,-1,111,0.7,x,2.5
COc1ccccc1CNC(=O)CN(C)Cc1ccc(SC)cc1,0.1,1,1.1,-6,-15,2,7,99,0.7,58,3.0
O=C(c1ccc2c(c1)OCCO2)C1CCN(C(=O)c2ccc(F)c(F)c2)CC1,-0.7,-13,4.7,7,-13,-5,-12,102,-1.3,169,0.1
COc1cc(/C=N/NC(=O)C(=O)NCC2CCCO2)cc(Cl)c1O (stereo not given),2.0,-3,3.1,14,-81,0,0,107,-2.6,18,3.1
CC(C)CC1Nc2ncnc(N3CCN(c4ccccc4)CC3)c2N(Cc2ccccc2)C1=O (stereo not given),1.5,-8,3.6,-1,-13,1,-3,106,0.3,-17,3.9
C/C(=N/NC(=O)CNC(=O)c1ccncc1)c1ccc(Cl)cc1,0.7,-6,-1.5,9,9,-4,-23,109,-1.8,6,4.5
CCc1nnc(NC(=O)[C@@H](NC(=O)c2ccc(OC)cc2)C(C)C)s1,0.4,1,1.3,-8,17,2,11,105,1.7,12,0.8
Cc1cc(N2CCN(S(=O)(=O)Cc3ccccc3)CC2)n2ncnc2n1,-1.2,-4,2.8,13,14,0,-33,100,-2.5,-11,-0.6
COC(=O)c1ccc(Sc2ccc(C)cc2)c(N)c1,0.2,14,3.4,-21,-13,0,1,86,3.9,1,1.6
Cc1onc(-c2ccccc2Cl)c1C(=O)NC1CCS(=O)(=O)C1 (stereo not given),-0.9,4,2.4,15,5,0,-1,102,-2.9,-14,2.6
CC(=O)c1ccc(N(CC(=O)NC2CCS(=O)(=O)C2)S(=O)(=O)c2ccc(C)cc2)cc1 (stereo not given),0.5,-9,1.8,14,-19,-1,3,118,-2.7,-11,-0.1
Cc1ccc(-n2c(SCC(=O)Nc3cccc(S(=O)(=O)NC4=NCCCCC4)c3)nc3ccccc3c2=O)cc1,-3.3,-4,2.3,5,-7,9,18,76,-1.0,17,2.5
O=C(Nc1nc2c(F)cc(F)cc2s1)c1ccco1,0.7,-14,4.1,6,-1,2,12,103,-1.0,34,2.2
CN(C)C(=O)c1cn(N(C)c2ncc(C(F)(F)F)cc2Cl)c(=O)c2ccccc12,0.5,1,1.8,3,10,-2,5,103,-0.5,-18,1.9
CCOC(=O)c1ccc2[nH]c3c(c2c1)CCCC3NC=O (stereo not given),-1.3,-10,2.7,-6,39,2,-8,91,1.3,281,1.6
O=C1[C@@H](Oc2ccccc2)[C@@H](c2ccccc2)N1c1ccccc1,1.4,-12,-1.8,-16,-20,2,-7,96,3.6,x,-1.9
CCCCCn1c(=S)[nH]c2cc(C(=O)N3CCCC3)ccc2c1=O,0.2,-4,0.8,-1,23,-1,-8,86,0.1,2,4.0
NC(=O)CSC1=Nc2ccccc2C2=NC(CC(=O)NCc3cccs3)C(=O)N12 (stereo not given),-1.2,4,2.9,16,-82,-2,-14,95,-2.7,1,2.3
CCOC(=O)C1CCN(Cc2nc3ccc(Cl)cc3n2CCO)CC1,-1.1,3,0.6,0,-28,0,3,99,-0.1,136,2.1
COc1cccc(NC(=O)Cn2cc(C=O)c3ccccc32)c1,2.4,-4,2.1,-6,8,7,-9,108,1.2,-24,0.8
CCOc1cc(CNCC(C)C)cc(Cl)c1OCc1ccccc1,2.3,11,5.8,-29,21,2,-5,102,5.2,x,0.8
Cc1cc(C(=O)C[N+]2(C)CCOCC2)c(C)n1-c1ccc(Br)cc1,0.5,2,3.7,8,-20,1,-8,104,-1.6,17,-0.3
